# Screening results (PubChem BioAssay)
# OXTR ag = agonists of human oxytocin receptor. P30559. CHO-OTR cells, Fluo-8 calcium fluorescence; normalized: DMSO 0%, oxytocin 100%. activation, % at 3 µM. actives 0.32% (n = 320,000). AID 2435;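 active = activation above the mean of all tested compounds plus 3 SD, cutoff set per screening run, cut at about 20% in these data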;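 note: peak over basal fluorescence ratio from a 100 s FLIPR kinetic read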
# Target sequence (P30559 whole entry, looked up): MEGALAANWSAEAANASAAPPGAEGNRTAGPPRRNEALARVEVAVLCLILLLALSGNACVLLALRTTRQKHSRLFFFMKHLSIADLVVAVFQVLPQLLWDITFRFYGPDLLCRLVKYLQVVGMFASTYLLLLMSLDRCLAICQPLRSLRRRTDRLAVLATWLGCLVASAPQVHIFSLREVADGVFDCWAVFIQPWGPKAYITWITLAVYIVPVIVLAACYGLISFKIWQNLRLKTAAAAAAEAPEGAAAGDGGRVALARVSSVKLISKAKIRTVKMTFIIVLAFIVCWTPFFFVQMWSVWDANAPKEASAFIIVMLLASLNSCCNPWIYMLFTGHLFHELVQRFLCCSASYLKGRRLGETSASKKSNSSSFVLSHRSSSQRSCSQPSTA
# Active calls of the source: *; & = joins results of further samples. Only part of the results is shown; the hit share may differ from the screen's.
SMILES,OXTR ag
Cc1cn([C@H](C(=O)NCCCCCCCCCCC(=O)N2CCN(C(=O)OC(C)(C)C)CC2)[C@@H](C)O)nn1,3.5
O=C(CCNS(=O)(=O)c1ccccc1)OCC(=O)c1ccc(F)cc1,8.6
Cc1cc(C)cc(OCC(=O)NNC(=O)c2ccccn2)c1,1.5
O=C(C[n+]1ccccc1)Nc1ccccc1,-0.5
Oc1ccc(C[C@@H]2CNCCN2CC2(c3ccccc3)CC2)cc1,2.4
CN(Cc1ccc(Cl)cc1Cl)C(=O)CCNC(=O)c1ccco1,-0.3
Cc1ccc(SCC(=O)OCC(=O)N(CCC#N)c2ccccc2)cc1C,4.8
CC1Cc2ccccc2N1C(=O)COC(=O)/C=C/c1ccc(F)cc1 (stereo not given),-1.7
CCOC(=O)[C@H]1[C@H]2COc3ccc(OC)cc3[C@@H]2N2C(=O)CN(Cc3ccc(C)cc3)C(=O)[C@@]12C,-0.7
Cc1cccc([C@@H]2[C@@H]3C(=O)N(Cc4ccccc4)C(=O)[C@@H]3[C@]3(Cc4ccc(Cl)cc4)C(=O)N(c4cccc(Cl)c4)C(=O)N23)c1,-0.2
CC1CCN(C(=O)c2ccc(NS(=O)(=O)c3ccc4[nH]c(=O)[nH]c4c3)cc2)CC1,-0.4
CCCN(C(=O)CSc1nnc(N)s1)c1c(N)n(Cc2ccccc2)c(=O)[nH]c1=O,0.0
CN(Cc1ccc(F)cc1)C(=O)c1ccc(NS(=O)(=O)c2ccc3[nH]c(=O)[nH]c3c2)cc1,0.1
CC(=O)N/C(=C/C(C)C)c1ccccc1,0.2
CC[C@]12c3[nH]c4ccccc4c3CCN1C(=O)C(CC(=O)NC(C)(C)C)C[C@@H]2C(=O)N1CCN(C(=O)C2CC2)CC1 (stereo not given in full),-0.6
CC1CCN(C(=O)c2[nH]cnc2C(=O)NCCCCCNC(=O)OC(C)(C)C)CC1,8.1
O=C(Cn1c(=O)cnc2ccccc21)N1CCN(S(=O)(=O)c2ccc(F)cc2)CC1,0.6
CC[C@@H]1C/C=C\Cc2ccccc2[C@@H](C(=O)C[C@@H](O)CC(C)=O)OC1=O,-0.8
C[C@H]1CN([C@@H](C)CO)C(=O)c2cccc(NC(=O)Nc3ccc(C(F)(F)F)cc3)c2O[C@@H]1CN(C)S(=O)(=O)c1ccc(Cl)cc1,0.8
CCOC(=O)C1CCN(C(=O)c2ccc3c(=O)n4c(nc3c2)CCCCC4)CC1,-0.6

# Quoted at random: 7 entries already listed
SMILES,OXTR ag
C[C@H]1CN([C@@H](C)CO)C(=O)c2cccc(NC(=O)Nc3ccc(C(F)(F)F)cc3)c2O[C@@H]1CN(C)S(=O)(=O)c1ccc(Cl)cc1,0.8
CC[C@]12c3[nH]c4ccccc4c3CCN1C(=O)C(CC(=O)NC(C)(C)C)C[C@@H]2C(=O)N1CCN(C(=O)C2CC2)CC1 (stereo not given in full),-0.6
CCCN(C(=O)CSc1nnc(N)s1)c1c(N)n(Cc2ccccc2)c(=O)[nH]c1=O,0.0
CN(Cc1ccc(F)cc1)C(=O)c1ccc(NS(=O)(=O)c2ccc3[nH]c(=O)[nH]c3c2)cc1,0.1
CCOC(=O)C1CCN(C(=O)c2ccc3c(=O)n4c(nc3c2)CCCCC4)CC1,-0.6
O=C(Cn1c(=O)cnc2ccccc21)N1CCN(S(=O)(=O)c2ccc(F)cc2)CC1,0.6
CC1CCN(C(=O)c2[nH]cnc2C(=O)NCCCCCNC(=O)OC(C)(C)C)CC1,8.1

# (continued)
SMILES,OXTR ag
CC(Sc1nnc(-c2ccccc2F)n1C)C(=O)NC1CCCCC1 (stereo not given),-0.8
CCC(NC(=O)c1ccccc1NC(=O)C(C)(C)C)C(=O)N1CC(C)OC(C)C1 (stereo not given),1.7
C[C@H](CO)N1C[C@H](C)[C@@H](CN(C)S(=O)(=O)c2ccccc2)Oc2c(NC(=O)Nc3ccc(C(F)(F)F)cc3)cccc2C1=O,3.3
COCc1c(C(=O)Nc2cccc(S(=O)(=O)N3CCCCC3)c2)oc2ccccc12,0.8
COCCN(C(=O)COC(=O)/C=C/c1ccc2c(c1)OCO2)c1c(N)n(Cc2ccccc2)c(=O)[nH]c1=O,0.1
COc1ccccc1CNC(=O)CCS(=O)(=O)c1ccc(Cl)cc1,-0.5
CN1C(=O)N(CC(=O)N2CCN(S(=O)(=O)c3ccc(Cl)s3)CC2)C(=O)C12CCCCC2,4.6
CCN1CCN(c2ccc(S(=O)(=O)N3CCOCC3)cc2NC(=O)/C=C/c2ccc([N+](=O)[O-])cc2)CC1,1.6
COc1ccc(/C=C/C(=O)OCC(=O)NC2CC2)c(OC)c1,0.2
Cc1cccc(NC(=O)CNC(=O)Cc2ccc(S(=O)(=O)N3CCOCC3)s2)c1C,1.0

# Five entries from above in another layout.
canonical_smiles	OXTR ag
CC(Sc1nnc(-c2ccccc2F)n1C)C(=O)NC1CCCCC1 (stereo not given)	-0.8
CCC(NC(=O)c1ccccc1NC(=O)C(C)(C)C)C(=O)N1CC(C)OC(C)C1 (stereo not given)	1.7
C[C@H](CO)N1C[C@H](C)[C@@H](CN(C)S(=O)(=O)c2ccccc2)Oc2c(NC(=O)Nc3ccc(C(F)(F)F)cc3)cccc2C1=O	3.3
COCc1c(C(=O)Nc2cccc(S(=O)(=O)N3CCCCC3)c2)oc2ccccc12	0.8
COCCN(C(=O)COC(=O)/C=C/c1ccc2c(c1)OCO2)c1c(N)n(Cc2ccccc2)c(=O)[nH]c1=O	0.1

# (continued)
SMILES,OXTR ag
CCN(C(=O)CSc1nc2cc(Cl)ccc2c(=O)n1CC(C)C)C1CCS(=O)(=O)C1 (stereo not given),-0.5
Cc1ccc(-c2cc(C(=O)NC3CCN(Cc4ccccc4)CC3)c3ccccc3n2)cc1,0.2
CCN(CC)S(=O)(=O)c1ccc(NC(=O)CO/N=C(\N)c2ccccc2)cc1,2.2
CCOC(=O)c1c(C)[nH]c(C)c1C(=O)COC(=O)/C=C/c1ccco1,-0.5
COc1ccccc1C(C)NC(=O)CN(C)CC(=O)Nc1c(C)cccc1C (stereo not given),1.6
CCN(CC)S(=O)(=O)c1cc(NC(=O)C2CSC3(C)CCC(=O)N23)ccc1C (stereo not given),-1.3
COc1ccc(C2=NN(C(=O)COC(=O)c3ccc(S(C)(=O)=O)c([N+](=O)[O-])c3)C(c3ccco3)C2)cc1 (stereo not given),0.0
O=C(CN1CCN(S(=O)(=O)c2ccccc2C(F)(F)F)CC1)NCc1cccs1,-0.4
CN(CC(=O)Nc1cccc(S(=O)(=O)N2CCCC2)c1)CC(=O)Nc1ccc(Cl)c(C(F)(F)F)c1,8.2
Cc1ccc(CN2CC(=O)N3[C@H]4c5cc(C)ccc5OC[C@@H]4[C@H](c4ccccc4)[C@]3(C)C2=O)cc1,-1.2
Cc1noc(C)c1NC(=O)Nc1ccc2c(c1)CC(=O)N([C@H](C)CO)C[C@@H](C)[C@H](CN(C)CC1CCCCC1)O2,1.6
Cc1cc(NS(=O)(=O)c2ccc(NC(=O)C(C)Oc3ccccc3Cl)cc2)no1 (stereo not given),1.1
CC1(C)CC(=O)C2=C(C1)Nc1ccccc1NC2c1ccc([N+](=O)[O-])cc1 (stereo not given),3.1
Cc1ccc(S(=O)(=O)N(C)C)cc1NC(=O)COC(=O)/C=C/c1ccc(F)cc1,0.2
C[C@H]1CN([C@@H](C)CO)C(=O)c2cccc(NC(=O)c3cnccn3)c2O[C@@H]1CN(C)S(=O)(=O)c1ccc(F)cc1,1.9
CCSc1ccc([C@@H]2[C@H]3C(=O)N(CC)C(=O)[C@H]3[C@]3(C(=O)OC)CCCCN23)cc1,-1.8
COc1cccc(NC(=O)CN(C)C(=O)CN2C(=O)NC(C)(c3ccc(C)cc3)C2=O)c1 (stereo not given),-1.0
CCC1(CC)NC(=O)N(CC(=O)OCC(=O)c2ccccc2OC)C1=O,-0.3
CC(OC(=O)Cn1[nH]c(=O)c2ccccc2c1=O)C(=O)Nc1ccc(Cl)cn1 (stereo not given),1.4
N#CC1(NC(=O)CSc2nnc(-c3ccccc3F)o2)CCCCC1,2.1
CC(C)[C@H](NC(=O)c1ccc(Cl)cc1Cl)C(=O)NNc1cccc(C(=O)O)c1,0.8
COc1ccc(S(=O)(=O)N(C)C)cc1NC(=O)COC(=O)Cn1cnc2ccccc2c1=O,-0.2
Cc1ccc(-n2c(SCC(=O)NCC3CCCO3)nc3ccccc3c2=O)cc1 (stereo not given),-0.8
CCCn1c(=O)c2c(ncn2C)n(CCC)c1=O,-0.3
CCc1ccccc1NC(=O)c1ccc(OCc2c(C)noc2C)cc1,0.2
COc1ccccc1NC(=O)C(=O)NCCC1CCCCN1S(=O)(=O)c1cccs1 (stereo not given),-1.4
CC(C)(C)OC(=O)N[C@@H](C(=O)OC(C)(C)C)c1ccc(Br)cc1,-1.8
CN(C)S(=O)(=O)c1ccc(N2CCCC2)c(C(=O)NNC(=O)c2ccc(Br)cc2)c1,-0.8
CCCNC(=O)C(Cc1cccc(C#N)c1)NC(=O)c1cccc([N+](=O)[O-])c1 (stereo not given),-1.2
CC(C)=CCC[C@](C)(O)C1CC[C@]2(C)C1[C@H](O)CC1[C@@]3(C)CC[C@H](O[C@@H]4O[C@H](CO)[C@@H](O)[C@H](O)[C@H]4O[C@@H]4O[C@H](CO)[C@@H](O)[C@H](O)[C@H]4O)C(C)(C)C3CC[C@]12C (stereo not given in full),70*
O=C(CNC(=O)c1nn(Cc2ccccc2)c(=O)c2ccccc12)Nc1ccc(F)c(F)c1F,-1.0
Cc1ccc2c(CN3CCN(S(=O)(=O)c4ccccc4C(F)(F)F)CC3)cc(=O)oc2c1,4.5
Cc1ccc(C(C)C)cc1OCC(=O)N1CCN(C(=O)c2ccco2)CC1,0.2
Cc1ccc(N2CC(NC(=O)C(=O)c3c(C)[nH]c4ccccc34)CC2=O)cc1C (stereo not given),1.1
CCOC(=O)[C@H]1[C@H]2COc3ccc(Cl)cc3[C@@H]2N2C(=O)CN(Cc3ccc(Cl)cc3)C(=O)[C@@]12C,0.0
CCC1(CC)NC(=O)N(CC(=O)N2CCN(c3ccccc3F)CC2)C1=O,1.3
O=C(CN1C(=O)C2CCCCC2C1=O)Nc1cc([N+](=O)[O-])ccc1F (stereo not given),0.3
C/C(=C\c1cc2ccccc2o1)C1Nc2cccc3cccc(c23)N1,-0.2
COC(=O)[C@H]1[C@H]2C[C@H]3c4[nH]c5ccccc5c4CCN3C[C@@H]2CC[C@@H]1O,2.7&-1.0
COc1ccc(CCC(=O)Nc2cc(S(=O)(=O)N3CCCCC3)ccc2N(C)C)cc1,-1.6
Nc1c(Cl)cc(C2=NCCn3c2c2ccc(C(F)(F)F)cc2[n+]3[O-])cc1Cl,-0.3
O=C(c1ccc(Cl)c(S(=O)(=O)NCc2cccnc2)c1)N1CCCC1,1.0
COc1ccccc1-c1nnc(-c2ccc(F)cc2)o1,-2.7
CN(CC(=O)Nc1cccc(F)c1)C(=O)c1ccc(NC2CC2)c([N+](=O)[O-])c1,-0.3
CN(CCOc1ccc(Cl)cc1)C(=O)c1ccc2c(=O)n3c(nc2c1)CCC3,-0.2
O=C(COC(=O)c1cc(-c2ccccc2)nc2ccccc12)NC1CC1,-1.0
CN(C)c1ccc(S(=O)(=O)NCC(=O)N2CCN(c3ccccc3)CC2)cc1[N+](=O)[O-],0.0
CCOC(=O)C1=C(C)NC(C)=C(C(=O)OCC)C1C(=O)OCC(=O)NCc1ccccc1,-0.7
OCCCNc1nc(-c2ccccc2)c2cc(Cl)ccc2n1,-0.8
CCN(CC(=O)Nc1ccccc1C(F)(F)F)C(=O)CCOc1ccccc1C,-0.4
# The results go on:
SMILES,OXTR ag
CCn1c(N)c(C(=O)COC(=O)CCc2nc3ccccc3c(=O)[nH]2)c(=O)[nH]c1=O,0.5
CCCc1c(O)nc(SC2CC(=O)N(c3ccc(C)c(Cl)c3)C2=O)[nH]c1=O (stereo not given),-1.5
Cc1ccc(OCC(=O)Nc2ccccc2F)cc1,-3.0
Cc1ccnc2c1ccc1c(C)ccnc12,-1.4
CC(CCC(=O)O)(c1ccc(O)cc1)c1ccc(O)cc1,1.7
Cn1c(-c2ccc(F)cc2)cc2onc(-c3c(F)cccc3Cl)c2c1=O,0.5
NC(=O)c1ccsc1NC(=O)COC(=O)c1c(F)cccc1Cl,11
O=CNc1ccccc1,1.2
NS(=O)(=O)c1ccc(CCNC(=O)COC(=O)c2nc(Cl)ccc2Cl)cc1,1.1
COc1cccc(N2CC(NC(=O)C(=O)c3c(C)[nH]c4ccccc34)CC2=O)c1 (stereo not given),0.8
Cc1ccc([C@H]2C(C(=O)O)=CC[C@@H](c3ccc(C(C)C)cc3)N2S(=O)(=O)c2ccc(C)cc2)cc1,2.0
N#CCCN(C(=O)COC(=O)C1CCN(S(=O)(=O)c2ccc3c(c2)OCCO3)CC1)c1ccccc1,0.8
CN1CCCC(CC2c3ccccc3Sc3ccccc32)C1 (stereo not given),12
C=CC[C@@H](CC(=O)N[C@@H](CO)Cc1ccccc1)C(=O)NC[C@@H](OC(=O)[C@@H](CC=C)Cc1ccc(F)cc1)c1ccccc1,1.1
O=C(COC(=O)c1ccc(F)cc1)Nc1ccc2c(c1)OCO2,0.4
O=S(=O)(Nc1cc(S(=O)(=O)N2CCOCC2)ccc1NCC1CCCO1)c1ccc(F)cc1 (stereo not given),0.5
CC(C)(C)c1ccccc1NC(=O)CN1C(=O)NC(Cc2ccccc2)C1=O (stereo not given),-0.3
Cc1ccc(CC(=O)N(C)CC(=O)Nc2ccc(N3CCOCC3)cc2)cc1C,0.8
Cc1ccc(C2(C)NC(=O)N(CC(=O)c3ccc4c(c3)OCCO4)C2=O)cc1 (stereo not given),4.1
CC(C)(C)OC(=O)N1CCC(NC(=O)c2[nH]cnc2C(=O)Nc2ccc(Cl)cc2)CC1,1.3
CCN(CC(=O)Nc1c(F)cccc1F)C(=O)CCOc1ccc(C)cc1,-1.9
CN(CC(=O)Nc1cccc(F)c1)C(=O)c1ccc(COc2ccccc2)o1,0.3
CCC(CO)Oc1cc(NC(=O)Cc2ccccc2F)c2ncn(C(C)C)c2c1 (stereo not given),-0.7
CC1C(=O)N2CCCc3cc(NC(=O)c4ccccc4Br)cc1c32 (stereo not given),-0.3
Cc1cc(NC(=O)CSc2ncc(C(=O)O)n2-c2ccc(F)cc2)no1,-0.1
Cc1ccc2c(c1)C(=O)C(=O)N2Cc1ccc(Br)cc1,-2.0
